# Source: PubChem BioAssay
# PLK1 PBD block – inhibitors of human PLK1 polo-box domain binding; Potency, µM, for the others: max response, negative = inhibition, most hits filed as inhibitors; actives 2.8% (n = 360,000); Plk1 PBD binding of FITC phosphopeptide, fluorescence polarization; P53350; further: potency means the concentration at half of the fitted maximal effect; series mostly up to about 57 µM; on the % scale 0 is the no-effect control and ±100 the full control effect; nearly all actives have a fitted effect of over 65% in size
# Target sequence (P53350 whole entry, looked up, the tested form may be a part): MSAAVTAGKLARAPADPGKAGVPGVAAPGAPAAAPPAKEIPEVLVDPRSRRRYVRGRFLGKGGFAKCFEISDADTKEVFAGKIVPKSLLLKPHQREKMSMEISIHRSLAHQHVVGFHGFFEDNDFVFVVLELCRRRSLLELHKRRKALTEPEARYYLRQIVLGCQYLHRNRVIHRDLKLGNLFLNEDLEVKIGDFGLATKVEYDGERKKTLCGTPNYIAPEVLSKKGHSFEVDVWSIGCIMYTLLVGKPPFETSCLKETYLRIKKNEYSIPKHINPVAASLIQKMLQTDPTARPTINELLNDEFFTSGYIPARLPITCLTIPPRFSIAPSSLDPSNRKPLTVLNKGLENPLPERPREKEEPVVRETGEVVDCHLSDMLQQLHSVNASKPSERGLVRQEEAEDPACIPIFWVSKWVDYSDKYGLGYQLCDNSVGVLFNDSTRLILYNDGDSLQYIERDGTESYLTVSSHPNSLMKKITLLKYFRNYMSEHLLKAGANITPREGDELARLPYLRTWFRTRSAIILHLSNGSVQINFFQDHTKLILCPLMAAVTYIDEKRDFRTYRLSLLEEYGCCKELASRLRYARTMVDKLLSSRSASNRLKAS
# EPAC1 antagonist – antagonists of human EPAC1; O95398; EPAC1 GEF assay, Rap1b-BODIPY-GDP exchange fluorescence; Potency, µM (series often up to 115 µM), without a hit: at the top dose activity change, negative = inhibition, usual class: inhibitors; actives 0.14% (n = 360,000);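 further: potency means the concentration at half of the fitted maximal effect; plate controls were vehicle for no effect and positive control for full effect; nearly all actives have a fitted effect of over 50% in size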
# EPAC1 ag – activates human EPAC1 exchange factor; actives 0.073% (n = 360,000); EPAC1 agonist qHTS, biochemical assay; response scale: 100% = response to 6.5 mM cAMP; Potency, µM (titrated, usually from 154 µM), for inactives: top-dose activation, actives largely listed as activators; O95398; AID 720707; further: potency means the concentration at half of the fitted maximal effect; nearly all actives have a fitted effect of over 60% in size
#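 Multi-concentration qHTS readout: loss of Rap1B-bound BODIPY-GDP fluorescence driven by 100 nM EPAC1 with excess GDP (50 uM), monitored kinetically at room temperature; agonist response expressed relative to 6.5 mM cAMP.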
# PI5P4Ka inh – inhibitors of human PI5P4K alpha. P48426. PI5P4Kalpha enzyme, ADP-Glo luminescence, 60 min; hits give low values. max response, %. actives 1.2% (n = 330,000); active means max response of -50% or lower; inconclusive means between -30% and -50%; inactive means -30% or higher; further: value at the top dose of about 77 µM; on the % scale 0 is the no-effect control and ±100 the full control effect
# Target sequence (P48426 whole entry, looked up): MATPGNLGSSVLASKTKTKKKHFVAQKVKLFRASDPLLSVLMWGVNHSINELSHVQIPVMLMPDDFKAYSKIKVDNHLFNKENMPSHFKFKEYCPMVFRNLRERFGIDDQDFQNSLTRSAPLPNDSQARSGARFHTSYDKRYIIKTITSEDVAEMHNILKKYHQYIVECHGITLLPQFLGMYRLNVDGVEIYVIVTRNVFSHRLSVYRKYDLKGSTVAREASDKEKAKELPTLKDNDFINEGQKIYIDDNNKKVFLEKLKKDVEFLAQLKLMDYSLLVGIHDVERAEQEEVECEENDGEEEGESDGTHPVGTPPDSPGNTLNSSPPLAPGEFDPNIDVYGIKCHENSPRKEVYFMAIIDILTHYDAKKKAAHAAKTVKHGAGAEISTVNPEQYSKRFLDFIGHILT
#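 PI5P4Kalpha ADP-Glo assay; 5 microM ATP final; 60 min RT reaction; HEPES pH 7.4/EGTA/CHAPS, 5% DMSO; controls lacking substrate or enzyme; luminescent end-point.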
# FUS yeast rescue – suppressors of FUS proteinopathy in yeast | Potency, µM (series often up to 76.6 µM), inactives show at the highest dose growth rescue (activation), usual class: activators | actives 0.24% (n = 390,000) | S. cerevisiae FUS-expressing, growth rescue, OD600, 24 h;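 further: potency means the concentration at half of the fitted maximal effect; plate controls were DMSO vehicle for no effect and reference control for full effect; nearly all actives have a fitted effect of over 55% in size; some results filed as inactive show a strong effect at the top dose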
#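 Quantitative HTS measuring growth restoration of FUS-toxic yeast. Galactose-induced cells (OD 0.005) were exposed 24hr at 30C to compounds at several concentrations, then absorbance at 600 nm was recorded.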
# WRN inhibitor – WRN helicase (human) inhibition; Potency, µM (titrated, usually from 114 µM), for the others: at the highest dose activity change, negative = inhibition, most hits filed as inhibitors; WRN helicase unwinding, fluorescent forked duplex, kinetic; Q14191; actives 0.46% (n = 360,000); AID 651768; further: potency means the concentration at half of the fitted maximal effect; on the % scale 0 is the no-effect control and ±100 the full control effect; nearly all actives have a fitted effect of over 55% in size
#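 Kinetic fluorescence helicase assay: unwinding of a quenched forked DNA duplex (100 nM final) with 2 mM ATP final raises red fluorescence (525/598 nm). Compounds sat 15 min at room temperature with 20 nM WRN beforehand.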
# Abeta yeast res – compounds reversing amyloid beta toxicity in yeast | AID 1347071 | Potency, µM (top dose mostly 46.1 µM), for inactives: top-dose growth rescue, hits mostly activators | yeast expressing A-beta42, growth rescue, OD600, 48 h; response scale: 0% DMSO, 100% iron-clioquinol control | actives 0.063% (n = 410,000); further: potency means the concentration at half of the fitted maximal effect; nearly all actives have a fitted effect of over 55% in size
#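 Yeast growth medium received pinned compounds, then yeast cells expressing toxic A-beta were added; plates incubated at 30 C for 48 hr. Growth read as absorbance at 600 nm, normalized to DMSO and equimolar FeCl3 plus clioquinol controls.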
# IL-2 act – activates IL-2 in a cell-based reporter assay; IL-2 activation reporter assay, cell-based qHTS; stimulated with anti-CD3/CD4/CD28 beads; in transgenic mouse T cells; activation, % (series mostly up to about 46 µM); actives 0.065% (n = 360,000); AID 652025; in the data active means activation above about 50%; inconclusive means mostly about 30% to 49%; further: 0% is about no effect
#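 Unstimulated transgenic mouse T cells preincubated 60 min with compound, then stimulated with anti-CD3/anti-CD4-coated beads plus anti-CD28 for 18 h at 37 degrees C. IL-2 response read as EGFP and DsRed fluorescence by plate cytometry.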
# Active calls of the source: *; ? = inconclusive; nt = no result given; & = joins results of further samples; [ ] = another dose, or the depositor's remark. Unless noted, the call rests on the fitted dose curve; in most records, active means well fitted curve in the direction sought with a large enough effect; inconclusive means small, poorly fitted or top-dose-only effect, or another doubt; inactive means no such curve, though single readings can be large; an effect the other way counts as inactive or inconclusive.
SMILES,PLK1 PBD block,EPAC1 antagonist,EPAC1 ag,PI5P4Ka inh,FUS yeast rescue,WRN inhibitor,Abeta yeast res,IL-2 act
COc1ccc(/C=C(\C#N)C(=O)Nc2cccc(C)n2)cc1,2%,-3%,-5%,13,-19%,-2%,0%,-3.0
COc1ccc(NC(=O)Nc2ccc3nccnc3c2)cc1,-10%,4%,11%,-12,1%,-32%,-7%,0.3
Fc1cc2[nH]c(=S)[nH]c2c(Br)c1N1CCSCC1,27µM*,-8%,-13%,?,17%,-2%[57.1 µM],-1%,-0.1
Cc1cccc(OCC(=O)Nc2cc(C)c(C)cc2O)c1,-2%,7%,2%,nt,-3%,2%,10%,-2.7
COc1ccccc1NC(=O)C(=O)NCCC1CCCCN1S(=O)(=O)c1cccs1 (stereo not given),1%,-8%,7%,5,23%,1%,-6%,-0.9
Cc1nnc(SCC(=O)NCc2ccc3c(c2)OCO3)n1C,-11%,7%,-1%,3,12%,0%,1%,-2.3
COC(=O)c1ccc(N2CCOCC2)c(NC(=O)c2ccc3c(c2)OCCO3)c1,0%,0%,-5%,10,nt,2%,12%,0.2
CCOC(=O)C1CCCN(C(=O)c2ccc(N(C)C)cc2)CC1 (stereo not given),-4%,3%,-2%,0,-19%,4%,0%,0.3
CC(C)(C)N(Cc1ccccc1)C(=O)COC(=O)c1cccc([N+](=O)[O-])c1,-11%,4%,7%,-1,-2%,-6%,22%,-3.2
CC(=O)c1ccc(NC(=O)C2C3C=CC(C3=C(c3ccccc3)c3ccccc3)C2C(=O)O)cc1 (stereo not given),42µM*,-15%,-2%,-13,17%,-9%,-1%,-0.8
Cn1cc(S(=O)(=O)N2CCCC2)cc1C(=O)NCc1ccc(Cl)cc1,3%,6%,-3%,10,7%,0%,10%,0.3
COc1ccc(-c2cc3nc[nH]c(=O)c3s2)cc1,-5%,0%,1%,-12,9%,-2%,-9%,-0.3
COc1ccc(-c2cc(=O)oc3c(C)c(OCC(=O)Nc4cccnc4)ccc23)cc1,-10%,0%,12%,2,-5%,11%,7%,-3.7
Cc1cc(C)c(C(=O)CSc2nc3ccccc3c(=O)[nH]2)cc1C,-11%,-14%,5%,4,5%,-8%,6%,0.2
COCCCNC(=S)NNC(=O)c1cccnc1,6%,6%,4%,-4,nt,-18%,-41%[inhibitor],0.4
N#Cc1c(-c2ccccc2)ccnc1Oc1ccccc1,1%,4%,10%,3,-18%,-8%,7%,1.1
COCCNC(=S)c1ccc(OC)cc1,27µM*,-9%,5%,-5,22%,-8%,-18%,-0.1
CCc1ccc(NC(=O)CCn2nc(C)c(S(=O)(=O)N3CCCCC3)c2C)cc1,-10%,-8%,-4%,-10,?,-1%,11%&-11%,-1.0
CCOC(=O)c1[nH]c2cc(OC)c(OC)cc2c1NC(=O)CN(C)C1CCCCC1,-4%,0%,-5%,nt,22%,-13%,-9%,-1.8
COc1cc(C2OC(=O)C3C(c4ccc(OC(C)=O)c(OC)c4)OC(=O)C23)ccc1OC(C)=O (stereo not given),0%,-1%,-1%,6,6%,-11%,-10%,-0.4
COc1cc(C(=O)NCCCC2CCCC2)ccc1OC1CCN(C(C)=O)CC1,-7%,6%,11%,6,nt,-22%,0%,-4.6
COc1ccc(F)cc1S(=O)(=O)NC1CC(C)(C)NC(C)(C)C1,-7%,-13%,0%,4,0%,3%,9%,0.0
Cc1ccc2nc(Cl)c(C#N)cc2c1,10%,12%,-7%,-4,-7%,3%,-3%,-0.5
CN(C)CCSc1nc2cc(S(=O)(=O)N3CCCCC3)ccc2o1,-20%,-7%,12%,-3,-19%,5%,-6%,0.5
Cc1nc2sc3c(c2c(=N)n1N)CC(C)(C)OC3,-5%,-1%,-2%,nt,-6%,-1%,-1%,-0.7

# Grouped by structure, those above with a cyano group (3)
SMILES,PLK1 PBD block,EPAC1 antagonist,EPAC1 ag,PI5P4Ka inh,FUS yeast rescue,WRN inhibitor,Abeta yeast res,IL-2 act
COc1ccc(/C=C(\C#N)C(=O)Nc2cccc(C)n2)cc1,2%,-3%,-5%,13,-19%,-2%,0%,-3.0
N#Cc1c(-c2ccccc2)ccnc1Oc1ccccc1,1%,4%,10%,3,-18%,-8%,7%,1.1
Cc1ccc2nc(Cl)c(C#N)cc2c1,10%,12%,-7%,-4,-7%,3%,-3%,-0.5

# Next section
SMILES,PLK1 PBD block,EPAC1 antagonist,EPAC1 ag,PI5P4Ka inh,FUS yeast rescue,WRN inhibitor,Abeta yeast res,IL-2 act
COc1ccc(C2CC(c3cccs3)=NN2C(=O)CSc2nncs2)cc1OC (stereo not given),-11%,13%,-3%,-5,25%,-7%,-5%,0.1
O=S(=O)(NCCC1CC1(Cl)Cl)c1ccccc1 (stereo not given),-3%,11%,1%,5,-4%,-1%,-7%,-2.7
CC(=O)Nc1ccc(C(=O)N/C(=C/c2ccccc2)C(=O)Nc2cccc(C(=O)O)c2)cc1,-6%,7%,3%,0,7%,0%,6%,-3.3
COc1ccc2nc(C(F)(F)C(F)(F)F)c(C#N)c(N)c2c1,1%,-2%,-14%,21,19%,-1%,4%,-2.8
CC1CCN(S(=O)(=O)c2nnc(NC(=O)c3cccc(Cl)c3)s2)CC1,-9%,1%,-3%,0,-21%&8%,-4%,-4%&-7%,-0.8
O=C(Nc1ccsc1C(=O)O)c1ccccc1,-2%,0%,3%,?,-7%,-23%,-9%,-0.9
O=C(NCc1ccccc1)C(c1ccco1)N1CCN(C(=O)C2CCCO2)CC1 (stereo not given),4%,6%,9%,-1,-6%,-1%,-1%,-0.4
Cc1cc(NC(=O)Cn2nc(-c3ccccc3F)ccc2=O)ccc1-n1cnnn1,-5%,1%,4%,nt,43%,-10%,5%,-1.0
CC(C)N1CCC(N2CCN(C/C=C/c3ccc(F)cc3)CC2CCO)CC1 (stereo not given),3%,6%,-1%,24,1%,2%,-8%,-2.3
COc1ccc(/C=C/C(=O)Nc2ccccc2F)cc1S(=O)(=O)N1CCOCC1,-11%,-4%,5%,4,19%,-28%,2%,0.5
O=C(NC1CC1)c1sccc1-n1cccc1,0%,5%,-4%,4,1%,3%,13%,-0.9
O=C(NC(=S)N1CCN(C/C=C/c2ccccc2)CC1)c1cccnc1,-17%,-2%,4%,2,18%,-7%,12%,-4.3
COc1cc(OC)cc(C(=O)NNC(=O)C(CCC(N)=O)NS(=O)(=O)c2ccc(Cl)cc2)c1 (stereo not given),4%,-12%,-5%,-1,-3%,-2%,12%,0.6
O=c1c2cnn(-c3ccccc3)c2nnn1Cc1ccccn1,-13%,-9%,5%,-3,9%,0%,-1%,-4.0
CCN1C(=O)CSC1=Nc1ccc(OC)cc1,6%,-5%,2%,-1,-6%,9%,3%,0.6
CC(C)(C)N(Cc1ccccc1)C(=O)COC(=O)/C=C/c1ccc2c(c1)OCO2,1%,0%,-3%,-3,-18%,-2%,-8%,-0.1
O=C(Nc1ccc(F)cc1F)c1cc(=O)n(-c2ccccc2)c(=O)[nH]1,-4%,-15%,-9%,-9,-24%,5%,3%,-1.9
COc1ccc(CN2CCc3ccc(NC(=O)CCc4ccccc4OC)cc3C2)c(O)c1,3%,-13%,5%,-2,9%,-10%,-3%,-3.8
CN(C)c1cccc(C(=O)NCc2ccc(Cl)cc2)c1,19µM*,-10%,-1%,?,-10%,3%,11%,0.5
Fc1ccc(-c2cc(C(F)(F)F)nc(-n3cccn3)n2)cc1,-10%,1%,-3%,3,2%,-8%,-24%,-0.9
Cc1ccc(-c2csc(NC(=O)C3CC(=O)N(Cc4ccco4)C3)n2)cc1 (stereo not given),-3%,-19%,13%,3,16%,-7%,7%,-2.3
Clc1ccccc1-c1ccc(/C=N/Nc2nncc(-c3ccccc3)n2)o1,-14%,-5%,2%,-13,-11%,-2%,-7%,-1.9
c1ccc(NCCCNc2ccccc2)cc1,-7%,0%,5%,5,6%,-26%,-11%,4.7
CC1CCN(C(=O)CSc2nc3ncccc3[nH]2)CC1,?,-10%,3%,-4,-27%,4%,-8%,0.0
CCc1cc(C(=O)OC)c(NC(=O)CC2NCCNC2=O)s1 (stereo not given),-14%,2%,2%,0,19%,-7%,-9%,-1.2

# Further records follow:
SMILES,PLK1 PBD block,EPAC1 antagonist,EPAC1 ag,PI5P4Ka inh,FUS yeast rescue,WRN inhibitor,Abeta yeast res,IL-2 act
O=C(N1CCN(c2ccccn2)CC1)C(Cl)(Cl)Cl,-3%,-2%,-6%,7,nt,7%,0%,0.3
NNC(=O)c1ccc(Cn2cc(Br)c(N)n2)cc1,-12%,-17%,6%,5,30%,9%,-14%,2.9
CCOC(=O)c1[nH]c(CO)c(C(=O)OCC)c1C,-2%,32%[activator],9%,5,3%,5%,-4%,-0.4
Cc1ccc(C(C(=O)NC2CCCC2)N(Cc2cccs2)C(=O)c2csnn2)o1 (stereo not given),-3%,6%,9%,0,11%,-7%,6%,0.3
CCCCC(=O)O,-5%,-1%,3%,8,-14%,6%,4%,0.5
N=C1SCC(=O)N1c1nc(-c2ccccc2)cs1,-9%,21%,4%,nt,-13%,-3%,-6%,0.8
Cc1cc(Nc2ccccc2Cl)nc(-c2ccccc2O)n1,-10%,-4%,15%,19,18%,8%,?,1.0
O=C(c1cccc(C(=O)N2CCN(c3ccc(F)cc3)CC2)c1)N1CCN(c2ccc(F)cc2)CC1,-1%,2%,2%,nt,?,-1%,-36%[inhibitor],5.5
COc1ccc(C2CC3(O)CC(C#N)(C(=O)N3)C2(C#N)C#N)cc1 (stereo not given),-1%,7%,-7%,4,5%,2%,-1%,0.4
CCN(CC)S(=O)(=O)c1ccc(C)c(NC(=O)Cn2c(=O)cnc3ccccc32)c1,-29%,-10%,-10%,0,29%,13%,-1%,1.4
Cc1ccc(OCCC(=O)OCC(=O)Nc2cc(C)nn2-c2ccccc2)cc1,-2%,-22%,3%,-1,-4%,5%,11%,-1.8
O=C(Cc1ccc([N+](=O)[O-])cc1)N/N=C/c1ccco1,4%,-11%,4%,-6,-15%,2%,-3%,-0.2
Cc1ccc(Cn2ncc3c(N4CCN(Cc5ccc(Cl)cc5)CC4)ncnc32)cc1,-6%,-10%,9%,27,nt,-13%,5%,-0.3
Cc1ncc([N+](=O)[O-])n1Cc1ccc(F)cc1,-1%,2%,-10%,2,-2%,-7%,0%,1.7
COCCNC(=O)c1ccc(C)cc1C,-14%,-15%,8%,5,11%,3%,-10%,1.7
